# Assay outcomes (PubChem BioAssay)
# H1N1 NS1A inhibition – NS1A inhibition, H1N1 influenza, cell based functional assay (AID 504329); actives 0.3% (n = 340,000); NS1A functional cell-based assay, percent inhibition; higher % means a stronger effect; inhibition, % at 12.5 µM; hits with a dose series show IC50 in µM; in the data active = a potency from the dose series; inconclusive = inhibition above about 27% without an active follow-up result; also: strong numbers were not always called active
# M. tuberculosis HTS – M. tuberculosis growth inhibition, HTS (AID 449762); M. tuberculosis H37Rv growth inhibition, 7H9 media; higher % means a stronger effect; inhibition, % at 25 µM; hits with a dose series show IC50 in µM; actives 0.59% (n = 330,000); in the data active = a potency from the dose series; inconclusive = inhibition above about 70% without an active follow-up result;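 also: bacterial growth assessed after seven days of incubation; strong numbers were not always called active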
# VEEV TC-83 Vero – inhibitors of VEEV TC-83 cytopathic effect, confirmation, Vero cells (AID 588727). actives 0.13% (n = 350,000). Vero cells, VEEV TC-83 cytopathic effect inhibition; higher % means a stronger effect. inhibition, % at 20 µM, or IC50 in µM where a hit was titrated; in the data active = a potency from the dose series; inconclusive = inhibition mostly from about 14% at the one dose, without a potency; inactive = the rest, 99 in 100 with inhibition below about 12%; also: strong numbers were not always called active
# Salmonella PhoP GFP – PhoP regulon inhibitors, Salmonella typhi PhoP promoter GFP reporter, confirmatory (AID 1850); Salmonella Typhi PhoP-promoter GFP reporter, fluorescence, 4 h; higher % means a stronger effect; inhibition, % at 50 µM, or IC50 in µM where a hit was titrated; actives 0.33% (n = 310,000); in the data active = a potency from the dose series; inconclusive = inhibition mostly from about 25% at the one dose, without a potency; inactive = the rest, 99 in 100 with inhibition below about 19%;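 also: 0% = induced wells with vehicle and 100% = uninduced wells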
# tuberculosis growth – growth inhibition of non-replicating M. tuberculosis (AID 488890); Mycobacterium tuberculosis non-replicating, growth inhibition; higher % means a stronger effect; inhibition, % at 25 µM; hits with a dose series show IC50 in µM; actives 0.39% (n = 320,000); in the data active = a potency from the dose series; inconclusive = inhibition mostly from about 82% at the one dose, without a potency; inactive = the rest, 99 in 100 with inhibition below about 76%;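 also: plate controls were DMSO cells for no effect and high antibiotic wells for full effect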
# VEEV TC-83 Vero 10K pilot screen – second read-out of VEEV TC-83 Vero, no call of its own (marks repeat the call); inhibition, %; measured here: 10K pilot screen inhibition
# The depositor's hits bear a star; i = inactive; u = inconclusive; x = no result given; & = joins results of further samples. Random draw from the library; about 1.5% have a hit in one of these screens.
SMILES,H1N1 NS1A inhibition,M. tuberculosis HTS,VEEV TC-83 Vero,Salmonella PhoP GFP,tuberculosis growth,others
CN1C2CCC1CC(OC(=O)c1c[nH]c3ccccc13)C2 (centres undefined),-0.2%&-9.1%,-1.6%&7.8%,1.2%,-1.0%&-2.0%,-3.9%&-7.7%,
NS(=O)(=O)c1cc2c(cc1Cl)NCNS2(=O)=O,1.1%,1.4%,0.4%,6.4%,-1.6%,
Cc1ccc2c(c1)C1CN(C)CCC1N2C(=S)NC(=O)c1ccc(Br)cc1 (centres undefined),-5.8%,27.5%,u,8.5%,u,
COC(=O)C1=C[C@@H](C(=O)OC)[C@@H]2C3=C(C(=O)[C@@]2(C)NC(=O)c2ccccc2)[C@H](C)n2c(=O)n(C)c(=O)n2[C@@H]3C1,8.1%,-5.4%,0.2%,-10.0%,6.3%,
CCCn1c2c(c(O)c(C(=O)Nc3ccc(OC)cc3)c1=O)CCCC2,6.1%,14.3%,7.7%,-22.0%,x,
CCCc1nnc(SCC(=O)N2CCCCC2)n1CC1CCCO1 (centres undefined),0.0%,-1.0%,5.7%,-6.2%,-6.5%,
COc1ccc(CNC(=O)C2CC(c3ccc(F)cc3)=NO2)cc1 (centres undefined),1.9%,-2.0%,2.2%,-3.8%,6.1%,VEEV TC-83 Vero 10K pilot screen=0.7
Cc1ccc(-c2nn(CC(=O)O)c(=O)c3ccccc23)cc1,-6.2%,11.4%,i,-6.2%,12.0%,
Cc1ccc(S(=O)(=O)N(C)CC(=O)OCc2nnc(-c3ccccc3)o2)cc1,6.2%,-5.2%,0.9%,16.8%,4.1%,
CCn1c(CCc2ccccc2)n[nH]c1=S,-2.8%,5.0%,1.3%,17.5%,10.6%,
O=C(Nc1cccnc1)/C(N=Nc1cccnc1)=C(\O)c1ccccc1,-1.4%,-5.2%,3.2%,2.9%,-4.2%,
CCc1cc(C(=O)Cc2nc3ccccc3s2)c(O)cc1OCC(=O)O,4.0%,16.3%,1.3%,17.2%,-0.5%,
COc1ccc(CNC(=O)c2cc3c(s2)CS(=O)C3)cc1 (centres undefined),-6.8%,-9.0%,i,-6.5%,x,
C[C@]12c3[nH]c4cc(-c5ccco5)ccc4c3CCN1C(=O)[C@@H](CC(=O)NCC13CC4CC(CC(C4)C1)C3)C[C@@H]2C(=O)N1CCOCC1,7.0%,x,3.6%,x,x,
CCn1c(SCC(=O)N=Nc2c(O)[nH]c3ccccc23)nc2ccccc21,3.8%,0.3%,11.6%,6.3%,22.7%,
COC(=O)c1cc(CSc2nc3ccccc3[nH]2)oc1C,-0.2%,5.2%,1.8%,6.9%,10.9%,
O=C(NCCc1ccccn1)C1CCN(S(=O)(=O)c2ccc(Cl)cc2)CC1,-1.9%,-0.9%,2.1%,-2.9%,3.6%,
COc1ccccc1NS(=O)(=O)c1cc(NC(=O)/C=C/c2cccs2)ccc1N1CCOCC1,-0.5%,5.1%,5.3%,-1.6%,25.7%,
CC1CCc2c(sc(NC(=O)C3c4ccccc4Oc4ccccc43)c2C(N)=O)C1 (centres undefined),1.3%,-5.2%,4.5%,5.6%,-6.0%,
CC(C)c1ccc(NC(=O)c2snc3ccc(Cl)cc23)cc1,-7.8%,u,3.5%,-4.4%,u,
Cc1ccc(S(=O)(=O)Nc2cccc(C(=O)NCCCn3ccnc3)c2)cc1F,-2.4%,-4.0%,i,3.2%,8.7%,
O=C(CC(C(=O)O)c1ccccc1)c1cccs1 (centres undefined),10.3%,-4.0%,0.9%,-3.8%,-12.1%,
Cc1ccc(C(=O)Nc2ccc3c(c2)OCO3)cc1S(=O)(=O)N1CCOCC1,-2.9%,-2.8%,7.7%,2.0%,12.1%,
CCSc1nnc(NC(=O)C(C)(C)C)s1,-11.2%,1.3%,2.0%,-0.1%,-0.6%,
COc1ccc(C(C(=O)NC(C)(C)C)N(Cc2cccnc2)C(=O)CCC(=O)Nc2cc(C)on2)cc1 (centres undefined),-3.6%,3.7%,2.8%,9.9%,0.2%,
COc1ccc(NC(=O)C2CC(c3c(F)cccc3Cl)=NO2)cc1 (centres undefined),-3.3%,0.2%,1.3%,-3.7%,45.1%,
CCOc1ccc2[nH]c3c(NCCCOC)ncnc3c2c1,-6.7%,16.2%,10.2%,13.6%,17.0%,
CCCC(C(=O)NC1CCCC1)N(CCN(CC)CC)C(=O)c1snc(C(N)=O)c1N (centres undefined),-2.1%,-6.3%,0.5%,8.0%,-13.1%,
O=C(c1cccc(Cl)c1)N1CCn2c1nc1ccccc12,2.2%,3.0%,0.5%,5.0%,-3.5%,
O=C(NC(NC1CCS(=O)(=O)C1)C(Cl)(Cl)Cl)c1ccc(Br)cc1 (centres undefined),-1.0%,-13.7%,4.7%,-8.3%,5.3%,
CCCCN(C(=O)c1cccc(S(=O)(=O)N2CC(C)OC(C)C2)c1)c1c(N)n(CCCC)c(=O)[nH]c1=O (centres undefined),2.8%,-14.4%,0.6%,0.6%,9.8%,
O=C1CS(=O)CN1c1ccc(Oc2ccccc2)cc1 (centres undefined),-4.7%,2.7%,0.5%,-3.5%,12.5%,
CC[C@@]12C(=O)N(c3cccc(F)c3)C(=O)N1[C@H](c1ccc(F)cc1)[C@@H]1C(=O)N(C3CCCCC3)C(=O)[C@@H]12,-6.6%,0.2%,i,-6.2%,21.1%,
CC(=O)c1cccc(OC(=O)c2cc(S(=O)(=O)N3CCOCC3)ccc2N2CCCC2)c1,-0.8%,-7.7%,8.1%,x,13.3%,
O=C(/C=C/Nc1ccccc1OC(F)(F)F)C(F)(F)F,-4.9%,0.4%,1.0%,-6.8%,-1.1%,
COc1ccc([C@@H]2[C@@H]3C(=O)N(C(C)(C)C)C(=O)[C@@H]3[C@]3(CC(C)C)C(=O)N(c4ccc(C(F)(F)F)cc4)C(=O)N23)cc1,12.7%,13.8%,i,-30.1%,13.1%,VEEV TC-83 Vero 10K pilot screen=0.1
CCOC(=O)Nc1ccc(N2CCOCC2)c(S(=O)(=O)Nc2ccc(Cl)cc2)c1,x,-2.0%,x,x,45.7%,
CCOC(=O)C[C@H]1c2cc(F)ccc2S(=O)(=O)N1C(C)C,-20.5%,-4.8%,2.3%,-8.3%,-11.1%,
CC1CCN(C(=S)NCCc2ccccc2)CC1,18.9%,x,i,-7.3%,x,
c1ccc(CN2CCN(c3nc(N4CCOCC4)c4ccccc4n3)CC2)cc1,-18.5%,10.5%,5.6%,-3.6%,5.1%,
CC(C)Sc1nc2c(c(=O)n1C)SC(C)C2 (centres undefined),-7.7%,-14.9%,i,0.1%,-17.4%,
Cc1ccc(C(=O)N2CCN(S(=O)(=O)c3ccc(C(C)C)cc3)CC2)s1,-6.1%,-3.7%,i,-1.6%,4.0%,
CCOC(=O)C(Cc1ccc(O)cc1)NC(=O)CNC(=O)C1CCCN1C(=O)OC(C)(C)C (centres undefined),x,-9.1%,1.0%,7.6%,-9.7%,
COc1cc(/C=C2\SC(=O)NC2=O)ccc1Oc1ccc([N+](=O)[O-])cn1,12.9%,-5.4%,1.2%,15.6%,56.5%,
O=C(O)c1ccc(Br)cn1,-2.2%,5.3%,0.2%,1.3%,-4.3%,
COc1ccccc1N1C(=O)C2CC(C)=C(C)CC2C1=O (centres undefined),-15.3%,13.4%,0.3%,23.1%,7.0%,
COCCCNC(=O)CCCn1c(=O)c2ccccc2n(CC(=O)Nc2c(C)cccc2C)c1=O,-34.0%,-2.5%,0.7%,3.3%,-17.9%,
COc1cc(C)c(C(C)C)cc1S(=O)(=O)N1CCOCC1,-8.5%,-3.0%,0.5%,6.7%,-16.3%,VEEV TC-83 Vero 10K pilot screen=0.9
CC(C)NC(=O)COC(=O)CNC(=O)c1cc(Cl)cc([N+](=O)[O-])c1,-12.3%,6.6%,i,-7.2%,0.0%,
COc1ccc(S(=O)(=O)Cc2ccc(C(=O)N3CCOCC3)o2)cc1,4.8%,-7.5%,2.8%,-12.7%,-2.5%,
# Continuation:
SMILES,H1N1 NS1A inhibition,M. tuberculosis HTS,VEEV TC-83 Vero,Salmonella PhoP GFP,tuberculosis growth,others
Cn1cccc1CNC(=O)Nc1ccccc1,3.8%,-0.3%,4.4%,4.0%,9.3%,
O=C(Cc1ccccc1)N1CCN(C/C=C/c2ccccc2)CC1,-3.3%,7.0%,4.7%,-3.4%,34.4%,
CC(Sc1nnnn1C)C(=O)Nc1ccccc1 (centres undefined),0.7%,2.5%,0.6%,7.7%,3.1%,
Cc1ccc(NS(=O)(=O)c2ccc(Cl)c(NC(=S)NC(=O)C3CCCCC3)c2)cc1Cl,-5.1%,12.6%,u,0.6%,39.4%,
CCOC(=O)[C@H]1[C@H]2COc3ccc(C)cc3[C@@H]2N2C(=O)CN(Cc3ccc(C)cc3)C(=O)[C@@]12C,5.2%,1.4%,7.5%,x,18.3%,
COc1ccc(-c2nc(C)sc2CC(=O)O)cc1,0.1%,-10.4%,i,-2.2%,-9.2%,
Cc1ccc(COC(=O)CN2C(=O)NC3(CCCC3)C2=O)cc1,-15.1%,0.3%,1.2%,x,8.2%,
O=C(NC(=S)Nc1ccc(-c2ccc(CO)o2)cc1)c1cccs1,x,u,4.5%,-6.2%,49.4%,
CN(CC(=O)Nc1c(Cl)cccc1Cl)C(=O)c1n[nH]c2ccccc12,-11.3%,4.2%,10.6%,3.6%,4.0%,
OCCOCCNc1ncnc2c1cnn2-c1ccc(Cl)cc1,-7.3%,4.9%,7.3%,-5.9%,1.8%,

# Structures listed so far that have a nitro group on carbon (two):
SMILES,H1N1 NS1A inhibition,M. tuberculosis HTS,VEEV TC-83 Vero,Salmonella PhoP GFP,tuberculosis growth,others
COc1cc(/C=C2\SC(=O)NC2=O)ccc1Oc1ccc([N+](=O)[O-])cn1,12.9%,-5.4%,1.2%,15.6%,56.5%,
CC(C)NC(=O)COC(=O)CNC(=O)c1cc(Cl)cc([N+](=O)[O-])c1,-12.3%,6.6%,i,-7.2%,0.0%,

# Three compounds already listed, sorted by count of non-hydrogen atoms, ascending:
SMILES,H1N1 NS1A inhibition,M. tuberculosis HTS,VEEV TC-83 Vero,Salmonella PhoP GFP,tuberculosis growth,others
CC(Sc1nnnn1C)C(=O)Nc1ccccc1 (centres undefined),0.7%,2.5%,0.6%,7.7%,3.1%,
O=C(Cc1ccccc1)N1CCN(C/C=C/c2ccccc2)CC1,-3.3%,7.0%,4.7%,-3.4%,34.4%,
CCOC(=O)[C@H]1[C@H]2COc3ccc(C)cc3[C@@H]2N2C(=O)CN(Cc3ccc(C)cc3)C(=O)[C@@]12C,5.2%,1.4%,7.5%,x,18.3%,

# The results go on.
SMILES,H1N1 NS1A inhibition,M. tuberculosis HTS,VEEV TC-83 Vero,Salmonella PhoP GFP,tuberculosis growth,others
CC12CCC(C(=O)NCc3ccc4c(c3)OCO4)(CC1=O)C2(C)C (centres undefined),0.7%,-4.8%,0.0%,-0.5%,4.5%,
COc1ccc(CN(C)C(=O)Cn2cnc3c(OCc4ccccc4)ncnc32)cc1OC,-5.7%,-5.2%,1.3%,x,12.3%,
COc1ccc(Cc2nnc(NC(=O)c3cccc(C)c3)s2)cc1,-1.7%,9.5%,2.5%,-4.4%,10.5%,
COc1cccc2c3cccc(OC)c3c3[nH]cnc3c12,-16.9%,x,i,x,x,
CC(=O)Nc1ccc(S(=O)(=O)N2CCN(c3ccc([N+](=O)[O-])c(NCCN4CCOCC4)c3)CC2)cc1,11.1%,2.1%,7.7%,-1.7%,-3.4%,

# By substructure, those above with an aryl thioether with sulfur outside any ring (6)
SMILES,H1N1 NS1A inhibition,M. tuberculosis HTS,VEEV TC-83 Vero,Salmonella PhoP GFP,tuberculosis growth,others
CCCc1nnc(SCC(=O)N2CCCCC2)n1CC1CCCO1 (centres undefined),0.0%,-1.0%,5.7%,-6.2%,-6.5%,
CCn1c(SCC(=O)N=Nc2c(O)[nH]c3ccccc23)nc2ccccc21,3.8%,0.3%,11.6%,6.3%,22.7%,
COC(=O)c1cc(CSc2nc3ccccc3[nH]2)oc1C,-0.2%,5.2%,1.8%,6.9%,10.9%,
CCSc1nnc(NC(=O)C(C)(C)C)s1,-11.2%,1.3%,2.0%,-0.1%,-0.6%,
CC(C)Sc1nc2c(c(=O)n1C)SC(C)C2 (centres undefined),-7.7%,-14.9%,i,0.1%,-17.4%,
CC(Sc1nnnn1C)C(=O)Nc1ccccc1 (centres undefined),0.7%,2.5%,0.6%,7.7%,3.1%,
